STK33 kinase inh – inhibitors of human STK33 kinase; Q9BYT3; 0.073% of 320,000 active; purified STK33, MBP phosphorylation, ADP-Glo luminescence; AID 2661; inhibition, % at 10 µM;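 active means inhibition at or above 25%, using the most active replicate where run in duplicate; inactive means inhibition below 25%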
Target sequence (Q9BYT3 whole entry, looked up): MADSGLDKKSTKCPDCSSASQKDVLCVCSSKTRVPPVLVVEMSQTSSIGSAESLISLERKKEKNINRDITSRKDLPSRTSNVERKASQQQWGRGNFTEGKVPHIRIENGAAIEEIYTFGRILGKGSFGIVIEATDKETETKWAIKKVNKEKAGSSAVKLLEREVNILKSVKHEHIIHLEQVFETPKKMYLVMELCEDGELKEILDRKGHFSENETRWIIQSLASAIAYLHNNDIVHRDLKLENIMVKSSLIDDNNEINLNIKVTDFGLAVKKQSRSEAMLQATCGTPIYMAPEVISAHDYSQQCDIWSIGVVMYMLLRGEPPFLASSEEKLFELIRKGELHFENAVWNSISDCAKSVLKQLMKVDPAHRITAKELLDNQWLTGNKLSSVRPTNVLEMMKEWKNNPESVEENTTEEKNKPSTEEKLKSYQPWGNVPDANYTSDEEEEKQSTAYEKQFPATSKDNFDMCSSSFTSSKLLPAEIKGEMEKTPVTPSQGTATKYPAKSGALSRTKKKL
OX1R antag – antagonists of human orexin 1 receptor (OX1R). inhibition, % at 6.6 µM. OX1R-expressing cells, FRET antagonist read-out. 1.8% of 330,000 active. O43613; in the data active means inhibition mostly above about 38%, no sharp cut-off; inactive means mostly below about 40%;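 further: 0% = agonist challenge alone and 100% = reference antagonist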
Target sequence (O43613 whole entry, looked up): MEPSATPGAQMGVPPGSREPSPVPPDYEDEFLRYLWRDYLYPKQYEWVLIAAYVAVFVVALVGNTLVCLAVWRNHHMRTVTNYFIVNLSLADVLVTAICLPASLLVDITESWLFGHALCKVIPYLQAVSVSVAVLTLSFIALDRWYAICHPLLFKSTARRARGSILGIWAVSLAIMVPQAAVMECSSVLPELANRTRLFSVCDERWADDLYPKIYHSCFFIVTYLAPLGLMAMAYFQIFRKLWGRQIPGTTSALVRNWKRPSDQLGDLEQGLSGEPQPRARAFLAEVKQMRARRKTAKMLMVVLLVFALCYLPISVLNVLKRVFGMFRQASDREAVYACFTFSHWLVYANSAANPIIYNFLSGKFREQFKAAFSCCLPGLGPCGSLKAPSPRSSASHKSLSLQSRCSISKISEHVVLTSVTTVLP
An asterisk follows results filed as active; . = no result given.

SMILES	STK33 kinase inh	OX1R antag
CCc1cccc(NC(=O)COC(=O)C2CCN(c3ccc(C(F)(F)F)cn3)CC2)c1	0.2	8
c1ccc(CN2CCC(=NNc3nc4ccccc4[nH]3)CC2)cc1	3.9	21
CCN1CCCC1CNS(=O)(=O)c1ccc(C(=O)Nc2ccccc2)cc1 (stereo unspecified)	0.4	6
O=c1cnnc(Nc2ccccc2F)[nH]1	-1.3	8
Cc1ccc(CCNC(=O)c2cc(S(=O)(=O)N3CCCCC3)c[nH]2)cc1	-1.4	8
Cc1ccc(S(=O)(=O)c2c(N)n(CCN3CCOCC3)c3nc4ccccc4nc23)cc1C	-0.8	24
O=c1[nH][nH]cc1C=Nc1ccccc1O	0.5	25
CCC(C)(C)n1nnnc1CN1CCN(c2nc3ccc(C)cc3cc2C#N)CC1	2.0	16
CCOC(=O)c1cn2nc(Oc3ccccc3)ccc2n1	-0.5	-3
OC(CNCCc1ccc(Cl)cc1Cl)COc1ccccc1 (stereo unspecified)	0.0	11
Fc1cccc(CCN2CCNC[C@@H]2c2ccccc2)c1	-1.1	0
O=C(CCC(=O)c1ccc(F)cc1)Nc1ccccc1Cl	-0.5	7
CCOc1ccc(/C=C2\SC(=S)N(Nc3ccccc3)C2=O)cc1OC	-1.4	8
Cc1cc(NC(=O)c2cncc(Br)c2)ccc1NC(=O)c1cc2ccccc2o1	-1.0	7
C/C(=N/NS(=O)(=O)c1cccc([N+](=O)[O-])c1)c1c[nH]c2ccccc12	1.8	20
CS(=O)(=O)c1ccc2nnn(OCC(=O)Nc3cccc(C#N)c3)c2c1	1.0	8
Cc1ccc(S(=O)(=O)C2(C(=O)NCCc3ccccc3)CC2)cc1	-0.2	10
Cc1noc(C)c1CN1C(=O)NC2(CCCCCCC2)C1=O	0.7	11
CN(C)S(=O)(=O)c1ccc(C(=O)OCC(=O)NC(=O)NC2CCCC2)cc1	12	-2
CN1C(=S)SC(C)(NO)C1(C)C (stereo unspecified)	-0.7	8
COc1ccc2oc(C(=O)Nc3ccc(S(=O)(=O)N(C)C4CCN(C)CC4)cc3)c(C)c2c1	4.6	16
CCC(CO)NCc1ccc(-c2ccccc2)cc1 (stereo unspecified)	-1.7	5
O=c1[nH]c(SCc2ccc(Cl)cc2)nc2ccsc12	-1.5	13
CCOC(=O)C1CCCN(S(=O)(=O)CCNC(=O)c2cccc(OC)c2)C1 (stereo unspecified)	-0.7	14
CSc1ccc(Cl)c(C(=O)NCCOc2ccccc2)c1	-0.2	13
More entries:
SMILES	STK33 kinase inh	OX1R antag
OCC[C@H]1C[C@@H](O)[C@H](O)[C@]2(CCc3ccccc3O2)O1	-1.2	14
Cc1cc(C)nc(Nc2n[nH]c(-c3cccc4ccccc34)n2)n1	0.8	80*
CC(C)CC(=O)Nc1cccc(NC(=O)c2ccccc2Cl)c1	-2.0	11
CC(=O)c1ccc(NC(=O)Cc2cccs2)cc1	1.2	6
COc1ccc(Cc2nn3c(-c4ccccc4Br)nnc3s2)cc1	-1.4	24
Cc1cccc(Cn2cc(/C=C/[N+](=O)[O-])c3ccccc32)c1	-1.7	28
COc1cc(/C=N/Nc2nc(C)cc(=O)[nH]2)ccc1O	0.5	7
O=Cc1ccccc1Oc1ccccc1	-0.6	2
Cc1cc(NC(=O)Nc2cc(F)ccc2C)n(C)n1	-0.1	-6
CCN(CC(=O)Nc1ccc2c(c1)OCCO2)C(=O)CC(NC(C)=O)c1ccccc1 (stereo unspecified)	-0.1	14
Cc1ccc(C(=O)Nc2ccc(Cl)cn2)cc1	-0.9	12
COc1ccc(NC(=O)c2oc3ccccc3c2CSC)cc1S(=O)(=O)N1CCOCC1	0.0	2
O=C(Nc1ccc(Cl)cc1)Nc1ccc(Oc2cccnc2)nc1	-0.3	8
COc1ccc(S(=O)(=O)NNC(=O)C2CC(c3cccnc3)=NO2)cc1 (stereo unspecified)	-0.6	17
CC(Oc1ccc2ccc(=O)oc2c1)C(=O)NCCCn1ccnc1 (stereo unspecified)	0.0	14
COc1ccc(OC)c(S(=O)(=O)N2CCN(C(=O)c3ccco3)CC2)c1	-1.5	0
COc1ccc2oc(C(=O)OCC(=O)N(C)CC(=O)Nc3ccc(C)cc3)c(C)c2c1	-0.9	18
O=C(COC(=O)C(Cc1ccccc1)NC(=O)c1ccccc1)c1ccccc1 (stereo unspecified)	1.0	18
CN(C)c1ccccc1C(=O)N1CCCC(C(=O)c2ccc3ccccc3c2)C1 (stereo unspecified)	0.6	42
C=CC(=O)NCC1OCCc2ccccc21 (stereo unspecified)	-2.1	19
Cc1cc(C)c(OCC(=O)Nc2nc(-c3ccccn3)cs2)c(C)c1	0.6	-10
O=C(NCc1ccccc1)C(c1ccco1)N(C(=O)c1csnn1)c1ccccc1 (stereo unspecified)	0.0	12
O=Cc1cnc(N2CCN(c3ccccc3)CC2)s1	0.5	6
C/C=C/C(=O)Nc1nnc(C(C)C)s1	2.2	13
COc1ccccc1CNC(=O)CSc1nc2ccccc2c(=O)n1CCCN1CCOCC1	-0.7	14
Other results follow:
SMILES	STK33 kinase inh	OX1R antag
CCNC(=S)Nc1cccc(S(=O)(=O)NC2=NCCC2)c1	-0.6	26
C[n+]1ccccc1COc1ccc(C(C)(C)C)cc1	-2.6	-4
COc1ccc(-c2nc(-c3ccccn3)nc(N3CCN(C)CC3)c2C#N)cc1	-0.7	12
CCCn1c(=NC(=O)CCS(=O)(=O)c2ccccc2)sc2cc(S(N)(=O)=O)ccc21	1.6	7
CN(C)N1C(N)=C(C#N)C(c2ccc(Cl)cc2)C2=C1CCCC2=O (stereo unspecified)	-1.1	-13
O=c1c([N+](=O)[O-])c(N2CCOCC2)c2ccccc2n1Cc1ccccc1	0.1	27
COC(=O)c1ccc(NC(=O)C23CCC(C)(C(=O)O2)C3(C)C)cc1 (stereo unspecified)	-0.4	18
Cc1cc2oc(=O)cc(CN(C)Cc3ccccc3F)c2cc1Cl	1.9	26
CCOc1ccccc1NC(=O)N1CCCc2ccccc21	3.4	.
Cc1ccc(CN=c2c([N+](=O)[O-])nn(-c3cccc(C)c3)n2O)cc1	1.3	37
Cc1ccc(N2CCN(c3ccc(NC(=O)CCC(=O)O)cc3)CC2)cc1	0.3	5
CCOc1ccc(S(=O)(=O)N2CCOCC2)cc1NC(=O)C1CCC1	-1.4	9
Cc1ccc(CC(=O)Nc2cc(C)ccn2)cc1	-1.2	5
CCC1(C)NC(=O)N(CC(=O)N2CCC(Cc3ccccc3)CC2)C1=O (stereo unspecified)	-0.3	2
CCn1c(SCC(=O)N2CCCC2)nnc1-c1ccc(N)cc1	-0.7	4
CC(C)CC(C(=O)Nc1ccc2c(c1)OCCO2)N1C(=O)c2ccccc2C1=O (stereo unspecified)	-3.1	11
O=C(C[C@@H]1C/C=C\C[C@@H](Cc2ccc(F)cc2)C(=O)OCCNC1=O)N[C@H](CO)Cc1ccccc1	1.8	8
CCn1c(C)c(C(C)=O)c(NCc2ccccc2)nc1=S	-0.2	-1
CCOc1ccc(CNC(=O)NS(=O)(=O)c2ccc(OC)cc2)cc1	-1.0	8
O=C(Nc1ccc(Cl)cc1C(F)(F)F)c1ccccc1	-0.7	28
Cc1cc(NC(=O)Cn2nc(C(F)(F)F)c3c2CCC3)no1	-0.5	6
CC(C)(C)c1ccc(/C=C/C(=O)NC2CCS(=O)(=O)C2)cc1 (stereo unspecified)	-1.8	5
O=[N+]([O-])c1cc(-c2nc(-c3ccncc3)no2)cc([N+](=O)[O-])c1	1.4	78*
O=c1[nH][nH]c(C(F)(F)F)c1C=Nc1cccc(Cl)c1	0.0	16
CC(=O)NCCc1ccc(S(=O)(=O)Nc2ccc3c(c2)OCCO3)cc1	-1.4	7
(continued)
SMILES	STK33 kinase inh	OX1R antag
CC(O)c1c(OCc2ccccc2)ncnc1OCc1ccccc1 (stereo unspecified)	-2.3	14
COc1cc(OC)cc(C(=O)Nc2ccc(Cn3ccnc3)cc2)c1	-2.0	-2
Cn1c(=O)c2c(-c3ccccc3)n(-n3cnnc3)cc2n(C)c1=O	1.9	57
Cc1nc(SCC(=O)Nc2cccc(Cl)c2)n[nH]1	-0.9	16
Cc1ccc(S(=O)(=O)NCCNc2ccccc2[N+](=O)[O-])cc1	-1.3	13
CSc1ccccc1OCc1cc(C(=O)N(C)CCn2nc(C)cc2C)no1	-0.5	9
Cn1nc(-c2ccccc2)cc1NC(=O)Nc1ccccc1F	0.5	4
O=C(COC(=O)/C=C/c1ccccc1Cl)NC(=O)Cc1ccccc1	-0.4	12
COc1ccc(CCNS(=O)(=O)c2ccc3[nH]c(=O)[nH]c3c2)cc1	-0.8	9
Cc1cc(C)n(-c2nnc(C)n2/N=C/c2ccc(O)cc2)n1	-1.6	18
C/C=C\C=C\C(=O)N1CC2(CC(c3cccc(NC(=O)COc4ccc(Cl)cc4)c3)=NO2)C[C@H]1C(N)=O (stereo partly specified)	1.7	1
O=C(O)c1cccc(N/N=C(\N=Nc2ccccc2)c2ccccc2)c1	-1.1	28
COc1cccc(CN2CCN(c3ccc(F)cc3)C2=O)c1	-0.1	27
COc1ccccc1C(=O)COC(=O)CCCN=C1NS(=O)(=O)c2ccccc21	-0.6	25
COc1ccccc1NC(=O)c1sc2nc(Cc3ccccc3)cc(C(F)(F)F)c2c1N	-1.2	6
O=C(NCCCN1CCOCC1)c1ccc(Cl)c(S(=O)(=O)N2CCCCCC2)c1	-0.2	7
O/N=C/c1ccccc1OCc1ccccc1Cl	0.3	23
COc1ccc2oc(=O)c(-c3csc(Nc4ccc(O)cc4)n3)cc2c1	3.4	36
O=C(Nc1ccc2c(c1)OCO2)C1Cc2ccccc2CN1S(=O)(=O)c1cccs1 (stereo unspecified)	-2.5	32
Cc1ccc2nc(SCC(=O)N3CCCC3)[nH]c2c1	-1.9	8
COc1ccc(-c2nsc3c(N4CCCCC4C)ncnc23)cc1 (stereo unspecified)	.	22
COc1ccc(-c2[nH]ncc2-c2ccc(Cl)cc2)c(O)c1	6.8	12
O=C(NNS(=O)(=O)c1ccc(F)cc1F)C1Cc2c(ccc3ccccc23)O1 (stereo unspecified)	-0.4	27
Cc1ccc(NC(=O)c2nc[nH]c2C(=O)N2CCc3ccccc3C2)cc1	-1.8	-1
O=C(CSc1nccc(=O)[nH]1)Nc1ccc2ccccc2c1	-1.5	4
More entries follow:
SMILES	STK33 kinase inh	OX1R antag
CC1(C)C(=O)Nc2ccccc2N1C(=O)COC(=O)CNS(=O)(=O)c1ccc(F)c(F)c1F	0.9	4
CCC(C)(C)n1nnnc1C(c1ccc(OC)c(OC)c1)N1CCN(C(=O)c2ccco2)CC1 (stereo unspecified)	-0.4	14
O=C(N/N=C/c1c(O)ccc2ccccc12)Nc1ccccc1	0.3	32
O=C(NCc1cccnc1)c1ccc(NS(=O)(=O)c2cccc([N+](=O)[O-])c2)cc1	0.8	20
Cc1cccc2c(SCC(N)=O)nc(-c3ccccc3)nc12	-2.8	16
CC(C)NC(=O)CCn1nc(-c2ccc(Cl)cc2)c2ccccc2c1=O	-0.2	13
CCOc1ccc(S(=O)(=O)NCCC(=O)NCc2ccncc2)cc1	-0.5	11
Cc1cc(C)cc(N(CC(=O)Nc2cccc(C)c2C)S(=O)(=O)c2c(C)[nH]c(=O)[nH]c2=O)c1	-2.3	2
C#CCOCCOCCOCCNc1nc(N2CCN(C(=O)CCCCCCCCCCNC(=O)[C@@H](CCC(=O)O)n3cc(CCCCCN)nn3)CC2)nc(N2CCN(C(=O)CCCCCCCCCCNC(=O)[C@H](CO)n3cc(CCCCCN)nn3)CC2)n1	1.0	-14
COC(=O)c1ccccc1N(C)C(=O)C12CCC(C)(C(=O)O1)C2(C)C (stereo unspecified)	-1.6	8
COc1ccc(-c2ccnc(-c3ccc(O)cc3)n2)cc1	-0.3	29
Cn1nnnc1Sc1c(Cl)cccc1[N+](=O)[O-]	.	17
FC(F)(F)c1cccc(CN2CCSCC2)c1	-1.4	9
O=C(Nc1ccc(Cl)cc1)ON=C1CCCC1	-0.7	8
Cc1ccccc1NC(=O)NCCCN1CCN(C)CC1	-1.3	-8

Source: PubChem (several laboratories)
